Source: PubChem (National Center for Advancing Translational Sciences (NCATS))
RORgamma inh – qHTS for inhibitors of ROR gamma transcriptional activity. Nuclear receptor ROR-gamma (Mus musculus), P51450. Drosophila S2 Gal4-RORgamma UAS-luciferase reporter, 20 h. Potency, µM (doses to about 53.6 µM), for inactives: top-dose activity change, negative = inhibition, most hits filed as inhibitors. 310,000 tested, 5.4% active; note: nearly all actives have a fitted effect of over 60% in size
Target sequence (P51450 whole entry, looked up, the tested form may be a part): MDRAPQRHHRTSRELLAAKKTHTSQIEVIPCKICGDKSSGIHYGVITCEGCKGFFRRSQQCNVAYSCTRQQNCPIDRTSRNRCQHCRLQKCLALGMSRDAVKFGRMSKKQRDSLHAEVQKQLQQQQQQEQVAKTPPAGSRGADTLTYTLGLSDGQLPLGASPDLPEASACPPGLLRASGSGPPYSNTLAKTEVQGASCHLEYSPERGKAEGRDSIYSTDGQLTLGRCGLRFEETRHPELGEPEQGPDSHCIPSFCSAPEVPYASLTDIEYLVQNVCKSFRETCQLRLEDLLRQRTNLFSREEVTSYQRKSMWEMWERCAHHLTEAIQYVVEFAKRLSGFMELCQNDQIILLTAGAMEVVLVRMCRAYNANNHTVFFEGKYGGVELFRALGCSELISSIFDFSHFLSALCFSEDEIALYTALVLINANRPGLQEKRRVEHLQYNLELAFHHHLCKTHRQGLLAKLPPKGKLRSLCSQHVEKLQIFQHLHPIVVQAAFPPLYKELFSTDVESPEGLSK
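ROR gamma transcriptional activity was tracked as Gal4-UAS luciferase output in stably transfected Drosophila Schneider cells, with compound added 1 hr before 700 uM copper sulfate induction and a 20 hr ambient-temperature incubation.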
Gal4-VP16 FLuc – VP16 counterscreen qHTS for inhibitors of ROR gamma transcriptional activity; Potency, µM (series often up to 53.6 µM), for inactives: at the top dose activity, negative = inhibition, usual class: inhibitors; 310,000 tested, 3.5% active; Drosophila S2 Gal4-VP16 UAS-luciferase, luminescence, 20 h;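 note: Gal4-VP16 expression switched on by copper sulfate through the metallothionein promoter; nearly all actives have a fitted effect of over 50% in size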
* = called active by the depositor; u = inconclusive; & = joins results of further samples; [ ] = another dose, or the depositor's remark. Calls come from the whole dose curve; as a rule, active = well fitted curve in the direction sought with a large enough effect; inconclusive = small, poorly fitted or top-dose-only effect, or another doubt; inactive = no such curve, though single readings can be large; an effect the other way counts as inactive or inconclusive. % is set by controls: 0 for no effect and ±100 for the full control effect; potency is the fitted concentration of half-maximal effect. Some of the compounds tested, so the mix of outcomes need not match the whole.

The opening two entries, ahead of the listing:
Fields: RORgamma inh, Gal4-VP16 FLuc
- O=c1c(-c2ccc(Cl)cc2)nc2cnc(Oc3ccccc3)nc2n1C1CC1
 : 13%, -6%
- N#Cc1ccccc1-c1ccc2ncnc(NCCN3CCOCC3)c2c1
 : 38%, 16%

Main list, previewed entries included:
Fields: RORgamma inh, Gal4-VP16 FLuc
- O=c1c(-c2ccc(Cl)cc2)nc2cnc(Oc3ccccc3)nc2n1C1CC1
 : 13%, -6%
- N#Cc1ccccc1-c1ccc2ncnc(NCCN3CCOCC3)c2c1
 : 38%, 16%
- Cn1c(=O)c(-c2cc(F)cc(F)c2)nc2cnc(Nc3ccccc3)nc21
 : 10µM*, u
- COC(=O)N1CCC2(CC1)CCN(c1ccccn1)CC2
 : 1%, -8%
- CCCCC/C=C\C[C@@H]1O[C@H]1/C=C/C(O)C/C=C\CCCC(=O)O (some centres not stated)
 : 20%, 0%
- CCCn1c(C)nc2c(N3CCOCC3)nc(C)nc21
 : -23%, -3%
- COC(=O)[C@@H]1CC[C@H](C)[C@@H](c2ccc(C)cc2)N1C(=O)c1ccc(/C=N\OC[C@@H]2O[C@H](c3ccccc3)C=C[C@@H]2Oc2ccc(OC)cc2)cc1
 : 19%[10 µM], -1%[10 µM]
- c1ccccc1
 : -13%&26%, -6%&-2%
- COc1ccccc1CNc1ccnc(-c2ccccc2C(F)(F)F)n1
 : -19%, 3%
- CSCC[C@H](NC(=O)[C@H](CC(C)C)NC(=O)CNC(=O)[C@H](Cc1ccccc1)NC(=O)[C@H](Cc1ccccc1)NC(=O)[C@H](CCC(N)=O)NC(=O)[C@H](CCC(N)=O)NC(=O)[C@@H]1CCCN1C(=O)[C@H](CCCCN)NC(=O)[C@@H]1CCCN1C(=O)[C@@H](N)CCCN=C(N)N)C(N)=O
 : 11%, -10%
- C=C(C#N)C(=O)OCC
 : 13%, -3%
- C[C@@H](NCc1cc(Br)cc2[nH]c(=O)c(=O)[nH]c12)P(=O)(O)O
 : 1%, 1%
- COc1ccc(C(=O)N2CCC3(CCN(C(=O)Nc4cccc(F)c4)CC3)CC2)cc1
 : 16%, 9%
- Cc1ccc(S(=O)(=O)Nc2cc(S(=O)(=O)c3ccc(C)cc3)c(O)c3cccnc23)cc1
 : -16%, 13%
- O=C(c1csnn1)N1CCC2(CCCN(C(c3ccccc3)c3ccccc3)C2)CC1
 : 21%, 1%
- O=C(NO)c1ccccc1
 : -11%, 2%
- COCCn1c(=O)c(-c2cccs2)nc2cnc(OC)nc21
 : -10%, 5%
- COc1cccc([C@@H]2Oc3ccc(OC)cc3C[C@H]2OC(=O)NS(=O)(=O)c2ccc(F)cc2)c1
 : 30%, 1%
- COc1ccc(OC)c(C2=Nn3c(nnc3-c3cc(OC)ccc3OC)SC2)c1
 : 1%, 2%
- COC(=O)NC(/C(C(=O)OC)=C(\C)NCc1ccccc1)c1ccco1 (configuration not stated)
 : 15%[10 µM], -10%[10 µM]
- C[C@@H]1CC[C@H]2[C@H](C)[C@H]3CC[C@H]4C5[C@@H](O)CC6=CC(=O)CC[C@]6(C)[C@H]5C[C@H]4C3C(=O)N2C1 (some centres not stated)
 : 21%, 4%
- COc1ccc2[nH]cc(CCNc3ncncc3-c3ccc(C(=O)N(C)C)cc3)c2c1
 : 14%, -4%
- CC(C)[C@@H](CC(=O)N[C@@H]1CCNC[C@H]1C(=O)N[C@H](CC(=O)N[C@@H](CCC(=O)O)CC(=O)O)Cc1ccccc1)NC(=O)C[C@H](Cc1c[nH]c2ccccc12)NC(=O)[C@@H]1CNCC[C@H]1N
 : 7%, -10%
- COC(=O)[C@H]1CC2(CC=C(C)C)C(=O)[C@@](CC=C(C)C)(C(=O)C(C(=O)c3ccccc3)=C2OC)C1(C)C (tested in a mixture with another compound)
 : 28%, -13%
- COc1cccc(Nc2ncc3ncc(=O)n(Cc4cccs4)c3n2)c1
 : u, 17%
- CCNc1ncc2nc(-c3ccccc3)c(=O)n(CCC#N)c2n1
 : -4%, -5%
- CC(C)C[C@@H](CC(=O)N[C@@H](CCC(=O)O)CC(=O)O)NC(=O)[C@@H]1CNCC[C@H]1NC(=O)C[C@@H](NC(=O)C[C@H](Cc1c[nH]c2ccccc12)NC(=O)[C@@H]1CNCC[C@H]1N)C(C)C
 : 2%, -13%
- CN(C)c1ncc2nc(-c3ccc(F)cc3)c(=O)n(Cc3ccc(F)cc3)c2n1
 : -11%, -3%
- Cc1ccc(C)o1
 : -1%, 5%
- Cn1c(=O)c(-c2cccs2)nc2cncnc21
 : -3%, 0%
- O=C(Oc1ccccc1)N1CCC2(CC1)CCN(c1ncccn1)CC2
 : -18%, -7%
- CCCn1c(-c2ccc(F)cc2)nc2c(N3CCCN(Cc4ccccc4)CC3)nc(C)nc21
 : 8%, u
- COc1ccccc1CNc1cc(-c2ccc(C(=O)N(C)C)cc2)ncn1
 : 2%, -20%
- CC(=O)OC[C@@H]1O[C@H](C/C=N\OC[C@@H](O)[C@H]2O[C@H]3OC(C)(C)O[C@H]3[C@@H]2O)C=C[C@@H]1OC(C)=O
 : -1%[10 µM], 1%[10 µM]
- COc1ccc(OCC2CN3C(CCC(C)C3c3ccc(Br)cc3)C(=O)O2)cc1 (configuration not stated)
 : 5%&-11%[10 µM], -1%&-4%[10 µM]
- COc1ccc(Oc2ncc3nc(-c4ccc(OC)cc4)c(=O)n(CCC#N)c3n2)cc1
 : 0%, -11%
- O=C1C=CC2(OCCCO2)C(Br)=C1CO
 : u, u
- COC(=O)[C@H]1Cc2c([nH]c3ccccc23)CN1C(=O)COc1ccc2c(C)cc(=O)oc2c1
 : 16%, -14%
- COc1ccc(-c2nc3cncnc3n(-c3ccccc3)c2=O)cc1
 : 10%, -8%
- COc1c(C2=CC(=O)N(C)C2=O)c2c(n1C)C(=O)c1ccccc1C2=O
 : u, 10µM*
- COC(=O)N1CCC2(CCN(C(=O)Nc3cccc(F)c3)CC2)CC1
 : 28%, -4%
- COc1cc2c(cc1OC)C(c1c[nH]c3ccccc13)NCC2 (configuration not stated)
 : 10%, -7%
- c1cn(-c2ccnc(-c3ccc4c(c3)OCO4)n2)cn1
 : -11%, -12%
- OC1OC[C@@H](O)[C@@H](O)[C@@H]1O (some centres not stated)
 : 22%, 1%
- COc1ccc(S(=O)(=O)NCCCC(=O)Nc2ccc(Sc3ccc(N)cc3)cc2)cc1
 : 15%, u

A few values from the list.
`CCCn1c(-c2ccc(F)cc2)nc2c(N3CCCN(Cc4ccccc4)CC3)nc(C)nc21` @ RORgamma inh: 8%
`COc1cc2c(cc1OC)C(c1c[nH]c3ccccc13)NCC2` (configuration not stated) @ RORgamma inh: 10%
`COc1c(C2=CC(=O)N(C)C2=O)c2c(n1C)C(=O)c1ccccc1C2=O` @ Gal4-VP16 FLuc: 10µM*
`OC1OC[C@@H](O)[C@@H](O)[C@@H]1O` (some centres not stated) @ Gal4-VP16 FLuc: 1%
`COc1ccc(OCC2CN3C(CCC(C)C3c3ccc(Br)cc3)C(=O)O2)cc1` (configuration not stated) @ Gal4-VP16 FLuc: -1%&-4%[10 µM]

Next part:
Fields: RORgamma inh, Gal4-VP16 FLuc
- CC(=O)N1C2(C=CC1(C)C(=O)NCc1ccccn1)CCCCC2 (configuration not stated)
 : 11µM*, u
- O=S(=O)(c1ccccc1)N1CCC[C@@]2(CCN(c3ncccn3)C2)C1
 : -12%, -1%
- CCN1CCCC1Cn1c(-c2ccccc2)nc2c(NCCOC)nc(C)nc21 (configuration not stated)
 : -1%, -2%
- COC(=O)c1ccc(C(/C=C/[C@@H](C)C(=O)N(C)C)NC(=O)OCc2ccccc2)cc1 (some centres not stated)
 : 5%, 3%
- CCCn1c(C)nc2c(NC(C)CCCN(CC)CC)nc(C)nc21 (configuration not stated)
 : -24%, 6%
- C=Cc1cccc(C)c1
 : -2%, -1%
- CCC(=O)OC1C2CC3=C4CC(=O)OC(c5ccoc5)[C@]4(C)CCC3[C@@](C)(C2=O)C(CC(=O)OC)C1(C)C (some centres not stated)
 : -1%, 0%
- O=C1C[C@H](c2ccc(-c3ccccc3)cc2)N1S(=O)(=O)c1ccccc1[N+](=O)[O-]
 : 11%, -12%
- C=C[C@](C)(O)CCC1C(=C)CCC2[C@@](C)(CO)CCC[C@@]12C (some centres not stated)
 : u, u
- C[C@@H]1CN2[C@H](c3ccc(Br)cc3)[C@H](C)CC[C@H]2C(=O)O1
 : -2%[10 µM], 2%[10 µM]
- O=S(=O)(c1ccccc1)N1CCC2(CCCN(c3ccccc3)C2)CC1
 : 18%, 2%
- COC(=O)C/C=C\[C@@H](C)[C@@H](/C=N\O[C@@H](C)CN1CCCc2nc(C)c(C)cc21)OC
 : -5%[10 µM], 6%[10 µM]
- C[C@@H]1CCN=C(N)S1
 : 11%, 3%
- Cc1ccc2[nH]c(-c3ccc(F)cc3F)cc(=O)c2c1
 : -27%[96.6 µM], u
- CCCCC(CC)CN (configuration not stated)
 : -29%&-2%, 4%&-12%
- COC(=O)N1C(C2CC2)=Cc2ccccc2C1CC(C)=O (configuration not stated)
 : -14%, -11%
- Cn1cccc1C(=O)N1CCC2(CC1)CN(c1ccccn1)C2
 : -24%, 11%
- O=c1c(-c2ccc(Cl)cc2)nc2cnc(N3CCOCC3)nc2n1C1CC1
 : -17%, 0%
- Nc1nc2c(c(=O)[nH]1)N(C=O)C(CNc1ccc(C(=O)NC(CCC(=O)O)C(=O)O)cc1)CN2 (configuration not stated)
 : 13%, 4%
- O=c1[nH]c(-c2ccccc2O)nc2ccccc12
 : 24%, 28%
- Nc1ccccc1C(=O)/C=C/c1ccccc1
 : 29%, 20%
- COc1cccc(C2=Nn3c(nnc3-c3cc(OC)ccc3OC)SC2)c1
 : 23%, -5%
- COc1ccc(O[C@H]2C=C[C@@H](c3ccccc3)O[C@H]2COC(=O)CC/C(C)=N\OC[C@@H](O)[C@H]2O[C@H]3OC(C)(C)O[C@H]3[C@@H]2O)cc1
 : -5%[10 µM], 0%[10 µM]
- COc1ccccc1-c1cc(Nc2ccn[nH]2)ncn1
 : -8%, 30%
- NCCC[C@H](N)CC(=O)N[C@H]1CNC(=O)[C@@H]([C@@H]2C[C@H](O)N=C(N)N2)NC(=O)/C(=C/NC(N)=O)NC(=O)[C@@H](CO)NC(=O)[C@@H](CO)NC1=O
 : -10%[16.9 µM], 14%[17 µM]
- C=C(C(=O)OC)C(NC(=O)OC)c1ccccc1 (configuration not stated)
 : -21%, -5%
- CC(=O)N1CCC2(CCCN(c3ccccc3)C2)CC1
 : -9%, 17%
- O=c1c2ccccc2oc2cc(O)c(C3COCC(CO)C(O)C(O)C3O)c(O)c12 (configuration not stated)
 : 10%, u
- Cc1nc(N2CCOCC2)c2nc(-c3ccccc3)n(CCN(C)C)c2n1
 : 13%, -3%
- Cc1ccccc1OCC1CO1 (configuration not stated)
 : -4%, -14%
- CC(=O)OCC(NC(=O)C(CCCCNC(=O)OCc1ccccc1)NC(=O)OC(C)(C)C)C1OC(n2ccc(=O)[nH]c2=O)C(OC(C)=O)C1OC(C)=O (configuration not stated)
 : 15%, -5%
- C=CCCCCCCCCCBr
 : 3%, 1%
- c1ccc2c3c([nH]c2c1)[C@@H]1[C@H]2CC[C@H]([C@H]4CCCN[C@H]42)N1CC3
 : 0%[16.9 µM], -3%[17 µM]
- COc1ccc(/C=C/C(=O)c2ccc(O)cc2O)cc1OC
 : 2µM*, u
- O=c1c(-c2ccccc2)nc2cnc(N3CCOCC3)nc2n1Cc1cccs1
 : 4%, 9%
- Cc1ccccc1-c1ccc(C(=O)O)s1
 : -7%[96.6 µM], -7%[96.6 µM]
- O=C(c1ccco1)N1CCC[C@@]2(CCN(c3ncccn3)C2)C1
 : -16%, -6%
- COc1cccc(Cn2c(=O)c(-c3ccc(F)cc3)nc3cnc(N(C)C)nc32)c1
 : -11%, -7%
- CCC1=C2CC[C@H]3C(=O)NC(=O)[C@H]3[C@H]2[C@@]2(C)C(=NCCOC)OC(=O)N2C1=O
 : -13%, 3%
- Cc1noc(C)c1-c1cc(N(C)Cc2ccco2)ncn1
 : -17%, 22%
- Nc1ccccc1S(=O)(=O)O
 : -9%, 1%
- Cc1noc(C)c1-c1nccc(-n2ccnc2)n1
 : -17%, -10%
- COc1ccccc1CN1CC2(CCN(C(=O)c3ccncc3)CC2)C1
 : -1%, 11%
- CS(=O)(=O)N1CCC2(CCCN(c3cccc(-c4ccccc4)c3)C2)CC1
 : 4%, u
- C[C@H](O)C(N)C(=O)O (some centres not stated)
 : -29%&-1%, -5%&-8%
- C=CC[C@@H]1C=C[C@H](O/N=C(\C)CCN2CCCCc3nc(C)c(C)cc32)[C@H](CO)O1
 : -16%[10 µM], 8%[10 µM]
- COc1ccc(C2COc3c(ccc(O)c3OC)C2)c(OC)c1O (configuration not stated)
 : 0%, 4%
- O=C1[C@H]2[C@H]3[C@H](O)[C@H](O)C/C(=N/OC[C@@H](O)COCc4ccco4)[C@H]3CC[C@@H]2C(=O)N1Cc1ccccc1
 : 0%[10 µM], 0%[10 µM]
- N#Cc1cccc(-c2nc(NCc3ccccc3)c3ccccc3n2)c1
 : 40%, 6%
- Cc1noc(C)c1-c1ccc2ncnc(NCc3ccc(F)cc3)c2c1
 : 9%, -12%
- COc1cccc(Cn2c(=O)c(-c3cccc(Cl)c3)nc3cncnc32)c1
 : -11%, -10%
- COCCn1c(=O)c(-c2ccccc2)nc2cnc(Oc3ccccc3)nc21
 : 14%, 8%
- Cn1cccc1C(=O)N1CCC2(CCN(Cc3ccc(C#N)cc3)CC2)CC1
 : 0%, 0%
- CNC(=O)C1(CC(C)C)C=CCN1C(=O)c1ccccc1 (configuration not stated)
 : 3%, -6%
